# Bioassay records from PubChem BioAssay.
# LMPTP inh = LMPTP phosphatase inhibitors, primary screen, biochemical, fluorescence intensity, uHTS. Low molecular weight phosphotyrosine protein phosphatase (Homo sapiens), P24666. recombinant LMPTP-A, OMFP fluorogenic substrate. inhibition, % at 20 µM. actives 0.22% (n = 360,000). AID 651560, 2012;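 active = compounds that cut the enzyme signal by at least half of the control window in the single-dose screen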;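 also: plate controls were DMSO wells with enzyme plus substrate for no effect and substrate without enzyme for full effect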
#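 test system = LMPTP-A | amount = 0.625 nM LMPTP-A final | reagent = fluorogenic phosphatase substrate OMFP at 400 µM final | incubation = 50 min at room temperature | benchmarks = no-enzyme low control, uninhibited high control | medium = Bis-Tris pH 6.0, DTT, detergent | signal = fluorescence intensity of OMFP turnover product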
# NadD inh = inhibitors of S. aureus NadD, primary screen, biochemical, colorimetric, uHTS; AID 602399, 2012; purified NadD enzyme, colorimetric absorbance read-out; actives 0.78% (n = 360,000); Nicotinate-nucleotide adenylyltransferase NadD (Staphylococcus aureus N315); inhibition, % at 20 µM; in the data active = inhibition above about 26%; also: some compounds past the cut are filed as inactive
# STEP inh = STEP phosphatase inhibitors, primary screen, biochemical, fluorescence intensity, uHTS. Tyrosine-protein phosphatase non-receptor type 5 (Homo sapiens), P54829. recombinant STEP, OMFP fluorogenic substrate. inhibition, % at 20 µM. actives 0.25% (n = 360,000). AID 588621, 2011;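 active = inhibition at 20 µM, scaled per plate between control wells, above about 37%, limit read from the data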;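 also: 0% = DMSO with enzyme and substrate and 100% = substrate only without enzyme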
# Target sequence (P54829 whole entry, looked up): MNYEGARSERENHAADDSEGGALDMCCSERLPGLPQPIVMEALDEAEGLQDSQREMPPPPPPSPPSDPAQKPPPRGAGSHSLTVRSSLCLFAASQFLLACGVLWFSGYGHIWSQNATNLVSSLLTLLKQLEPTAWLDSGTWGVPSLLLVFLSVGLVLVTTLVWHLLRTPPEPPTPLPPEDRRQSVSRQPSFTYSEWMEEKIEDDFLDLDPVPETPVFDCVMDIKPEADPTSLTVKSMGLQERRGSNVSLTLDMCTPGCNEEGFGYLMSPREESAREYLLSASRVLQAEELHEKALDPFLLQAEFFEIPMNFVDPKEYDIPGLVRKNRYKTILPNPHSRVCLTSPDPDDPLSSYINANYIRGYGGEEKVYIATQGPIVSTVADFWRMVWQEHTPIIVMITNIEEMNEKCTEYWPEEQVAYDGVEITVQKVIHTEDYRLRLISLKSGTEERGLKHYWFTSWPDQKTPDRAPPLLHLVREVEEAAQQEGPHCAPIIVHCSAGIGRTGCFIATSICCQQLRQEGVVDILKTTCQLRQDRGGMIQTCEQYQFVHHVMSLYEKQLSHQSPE
#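 Material: STEP (striatal-enriched tyrosine phosphatase) enzyme, cell-free; Compound dosing: 20 µM single dose in 1% DMSO; Technique: fluorescence read at 480 nm ex / 540 nm em; Times: reaction 20 min, ambient temperature; Medium: 50 mM Bis-Tris pH 6.0 with 2.5 mM DTT and 0.005% Tween 20; Also added: OMFP at 25 µM.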
# SUMO1-SIM PPI = modulators of SUMO1 protein-protein interactions, primary screen, biochemical, uHTS; Small ubiquitin-related modifier 1 (Homo sapiens), P63165; inhibition, % at 20 µM; SUMO1 binding to a labelled peptide, TR-FRET, 1 h; actives 0.33% (n = 360,000); in the data active = inhibition above about 37%
# Target sequence (P63165 whole entry, looked up): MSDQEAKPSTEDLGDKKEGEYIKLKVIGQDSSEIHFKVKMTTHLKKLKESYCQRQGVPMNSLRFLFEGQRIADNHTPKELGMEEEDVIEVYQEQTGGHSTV
# Scp-1 inhibitor = Scp-1 phosphatase inhibitors, primary screen, biochemical, colorimetric, uHTS. Recombinant Scp1, phosphopeptide, malachite green phosphate absorbance. inhibition, % at 20 µM. actives 0.88% (n = 340,000). AID 493091, 2011;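 active = inhibition above about 50% at 20 µM, limit read from the data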;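 also: plate controls were DMSO wells with enzyme for no effect and wells lacking enzyme for full effect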
#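 System: SCP-1 catalytic domain; Reagent: Phospho 17-mer peptide substrate; Doses: one concentration, 20 µM, with 1.0% DMSO; Incubation: 45 min room-temperature reaction, 5 min colour, 30 min stabiliser; Signal: Phosphate-binding colour reagent, absorbance read at 630 nm.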
# Tb MetRS inh = T. brucei MetRS inhibitors, primary screen, biochemical, luminescence. inhibition, % at 11.9 µM. purified T. brucei MetRS, ATP depletion, Kinase-Glo luminescence. actives 0.4% (n = 360,000). methionyl-tRNA synthetase (Trypanosoma brucei brucei);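 active = inhibition above a per-plate cutoff of the control wells' mean inhibition plus 3 SD, cut at about 5.5% in these data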;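 also: 0% = DMSO wells median and 100% = median of wells with control inhibitor compound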
#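 Dosing: 11.9 µM compound single dose, 0.9% DMSO; Assay system: purified T. brucei MetRS enzyme; Measured by: Kinase-Glo luciferase luminescence reporting remaining unconsumed ATP; Schedule: 15 min plus 2 h at 25 °C.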
# MLLE-PAM2 inh = inhibitors of PABP1 MLLE–PAM2 peptide binding, primary screen, biochemical, fluorescence polarization, FITC-PAM2, GST-MLLE; Polyadenylate-binding protein 1 (Homo sapiens), P11940; actives 0.36% (n = 360,000); inhibition, % at 20 µM; in the data active = inhibition above about 35%, passing the limit was not always enough;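 also: plate controls were DMSO wells with GST-MLLE for no effect and wells lacking GST-MLLE protein for full effect; some results filed as inactive read as strong as hits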
# Rpn11 inh = Rpn11 (PSMD14) deubiquitinase inhibitors, primary screen, biochemical, fluorescence polarization, uHTS. 26S proteasome non-ATPase regulatory subunit 14 (Homo sapiens), O00487. human 26S proteasome, Ub4-pepOG fluorescence polarization; 20S core pre-blocked with epoxomicin. calls only at 20 µM. actives 0.59% (n = 360,000). AID 588493, 2011;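 active = inhibition at 20 µM, scaled to each plate's controls, above about 33%, limit read from the data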
# Target sequence (O00487 whole entry, looked up): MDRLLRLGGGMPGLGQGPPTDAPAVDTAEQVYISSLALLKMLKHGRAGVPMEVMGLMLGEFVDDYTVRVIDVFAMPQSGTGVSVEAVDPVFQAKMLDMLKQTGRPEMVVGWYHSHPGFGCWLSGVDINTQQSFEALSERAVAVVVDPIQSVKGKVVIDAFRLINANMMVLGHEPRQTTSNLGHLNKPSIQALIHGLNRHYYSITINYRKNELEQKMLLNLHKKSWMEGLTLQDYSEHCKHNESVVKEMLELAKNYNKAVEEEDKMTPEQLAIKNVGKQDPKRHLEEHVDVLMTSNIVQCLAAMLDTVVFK
# CSN inh = inhibitors of CSN-mediated cullin deneddylation, primary screen, biochemical, fluorescence polarization, uHTS. COP9 signalosome complex subunit 5 (Homo sapiens), Q92905. Purified CSN, SCF-Nedd8-OG deneddylation. inhibition, % at 12.5 µM. actives 0.38% (n = 360,000). AID 651999, 2013;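 active = pattern-corrected inhibition above about 35%, with an unprinted fluorescence ratio check between 0.5 and 1.5, limit read from the data, passing the limit was not always enough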;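 also: 0% = enzyme with substrate and 100% = substrate without enzyme; some results filed as inactive read as strong as hits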
#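 Assay system: purified human Csn5 enzyme expressed in HEK293T cells; measure: % inhibition; also added: SCFSkp2-Nedd8OG substrate at 10 nM final; technique: fluorescence polarization; times: reaction 90 min, room temperature; medium: Tris buffer pH 7.5, NaCl, DTT, Tween-20, trehalose, ovalbumin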
# DNMT1 block = human DNMT1 methyltransferase inhibitors, primary screen, biochemical, molecular beacon, fluorescence, HinP1I cleavage, uHTS; inhibition (reported as % activation of signal), % at 10 µM; AID 588458, 2011; actives 0.83% (n = 360,000); in the data active = inhibition above about 50%
# * hit, by the source's call; i = inactive; x = no result given.
nr	NadD inh	DNMT1 block	Scp-1 inhibitor	MLLE-PAM2 inh	CSN inh	STEP inh	Tb MetRS inh	Rpn11 inh	LMPTP inh	SUMO1-SIM PPI	mol
1	3	-3	-4	9	-4	-4	0.2	i	0.3	4	CCOC(=O)C1CCN(S(=O)(=O)c2cnc[nH]2)CC1
2	-9	-5	0	4	0	1	-0.9	i	-1.7	-9	CN(C)CCCn1c(SCCN2C(=O)c3ccccc3C2=O)nc2ccccc2c1=O
3	3	-1	-1	4	0	1	-1.2	i	2.0	1	Nn1c(SCC(=O)Nc2ccc3c(c2)OCO3)nnc1C1CCCCC1
4	-1	34	-2	-3	0	6	-0.3	i	-0.6	-1	Cc1nc2ccccc2c2c1C(=O)N(C1CCCCCCC1)C2=O
5	2	-1	-7	8	0	-1	-0.3	i	-0.3	-1	COCCCNC(=O)CS(=O)Cc1nc(-c2ccccc2C)oc1C (stereo not drawn)
6	-1	3	-1	-9	0	2	-0.8	i	-2.6	3	Cc1ccnc(NC(=O)C2COc3ccccc3O2)c1 (stereo not drawn)
7	-4	-2	3	8	-4	-2	-0.3	i	0.4	-2	O=C(c1cccc(S(=O)(=O)N2CCCC2)c1)N1CCN(Cc2ccccc2)CC1
8	2	2	3	1	3	0	0.2	i	0.3	4	CCOC(=O)c1c(-c2ccc(C)cc2)csc1NC(=O)c1cc2ccccc2oc1=O
9	6	-3	1	-8	-4	3	-0.9	i	-0.6	-1	CCCN(CCC)CCCNC(=O)C(NS(=O)(=O)c1ccc2c(c1)CCC(=O)N2)c1ccccc1 (stereo not drawn)
10	2	-2	0	-4	2	1	-0.2	i	0.4	9	NC(=O)c1ccsc1NC(=O)CSc1n[nH]c(N)n1
11	-1	-1	2	0	1	4	0.2	i	0.7	-24	CN(C)CCCN(C(=O)c1ccc2ccccc2c1)c1nc2cc3c(cc2s1)OCO3
12	0	1	1	6	-12	0	-0.1	i	0.6	1	CCOC(=O)C1=NOC(CNc2ncc(C(F)(F)F)cc2Cl)C1 (stereo not drawn)
13	3	5	x	-3	0	1	0.2	i	-1.3	6	C=CCOc1ccc(C2NC(=O)c3ccccc3O2)cc1OC (stereo not drawn)
14	3	5	-8	-6	1	-1	-0.2	i	-0.5	1	CCNC(=O)NC(=O)COC(=O)C1CSC2(C)CCC(=O)N12 (stereo not drawn)
15	9	-1	-4	0	-3	2	-0.4	i	0.1	-1	CC(=O)c1cccc(NC(=O)N2CCCC2C(=O)Nc2ccc3c(c2)OCCO3)c1 (stereo not drawn)
16	-1	2	-6	3	1	4	-0.5	i	0.1	1	Cc1cc(C)cc(NS(=O)(=O)c2c(C)[nH]c(=O)[nH]c2=O)c1
17	1	1	0	-11	4	-2	0.1	i	0.8	1	Cn1c(=O)c2cc(NC(=O)c3ccccc3Cl)c(=O)oc2n(C)c1=O
18	-1	0	-1	-2	5	-1	-0.4	i	-1.1	-22	Cc1nn(-c2ccccc2)c(C)c1NC(=O)COC(=O)c1cc(Br)ccc1O
19	1	-6	-9	2	1	-1	0.2	i	0.7	-11	Cn1c(CNc2ccccc2O)nc2ccccc21
20	-1	-14	-5	8	-7	-2	0.1	i	2.3	-5	O=C(N/N=C\c1ccc(-c2ccccc2[N+](=O)[O-])o1)C1COc2ccccc2O1 (stereo not drawn)
21	-4	-5	x	-1	2	2	-0.5	i	1.9	-2	OCCN1CCN(c2ncnc3c2ncn3[C@H]2CN(Cc3ccc(-c4ccccc4)cc3)C[C@@H](CO)O2)CC1
22	0	3	4	-6	-5	-3	-1.0	i	-1.9	-3	CC(C)COc1ccc(C(=O)OCCN2CCOCC2)cc1
23	-4	-22	-6	-41	5	0	0.4	i	0.5	2	CC(=O)c1c(C)[nH]c(C(=O)OCC(=O)c2c[nH]c3ccccc23)c1C
24	-5	3	-7	3	0	2	0.1	i	1.2	-20	CN(C(=O)COC(=O)/C=C/c1cccs1)C1CCCCC1
25	5	-10	-43	-140	5	-3	0.6	i	-0.2	-3	CCOC(=O)C1=C(C)NC(=S)NC1c1ccc(OC(=O)c2ccco2)cc1 (stereo not drawn)
26	3	1	-3	10	-4	4	-0.3	i	-0.5	4	CC(C)Cn1c(SCC(=O)N2CCCCC2)nc2ccccc2c1=O
27	-4	-25	0	-5	0	5	-1.2	i	0.8	-1	Cc1ccc2c(c1)c1c(n2CC(O)Cn2nc(C)c(Br)c2C)CCCC1 (stereo not drawn)
28	-4	-1	-5	2	-3	4	0.2	i	-0.5	-13	O=[N+]([O-])c1ccccc1Oc1ncccc1[N+](=O)[O-]
29	3	0	4	7	-2	-1	-1.2	i	-0.6	0	CC1CCN(C(=O)Nc2cccc(NC(=O)N3CCC(C)CC3)c2)CC1
30	1	2	-2	-14	-11	14	-1.1	i	0.6	1	CN1CCN(C(=O)C2CCN(c3ncc(C(F)(F)F)cc3Cl)CC2)CC1
31	3	0	-8	-32	-1	0	-0.5	i	-0.7	-3	C1CCN(Cc2nnnn2C2CCCC2)CC1
32	10	-7	-8	-7	6	4	1.2	i	4.5	3	CCOCCSc1nc2c(c(-c3cccs3)c1C#N)CC/C2=C/c1cccs1
33	-4	-2	-12	-8	1	-3	-1.7	i	-0.7	2	COc1ccccc1N=C1SC(C(=O)Nc2ccc(F)cc2)CC(=O)N1C (stereo not drawn)
34	-4	4	7	16	3	2	-0.9	i	-1.1	11	O=c1c(C(c2ccc(Cl)cc2)c2c(O)nc3n(c2=O)CCCS3)c(O)nc2n1CCCS2
35	-1	-5	x	1	3	2	-0.1	i	-1.8	-6	COc1cc(C(O)c2nc(-c3cncnc3)cs2)ccc1F (stereo not drawn)
36	-3	7	-6	-14	4	0	-0.5	i	0.9	-24	COC(=O)c1ccc(NC(C)C(=O)OC)c([N+](=O)[O-])c1 (stereo not drawn)
37	-3	3	-13	17	2	-2	-0.3	i	0.6	-4	NS(=O)(=O)c1ccc(NC(=O)CN2C(=O)c3ccccc3C2=O)cc1
38	-9	0	-6	13	-3	2	-1.0	i	-0.3	1	CC1=C(C(=O)N2CCOCC2)C(c2ccc(OC(F)F)cc2)NC(=S)N1c1ccccc1 (stereo not drawn)
39	2	-1	-5	-6	-2	0	-0.3	i	0.5	1	COC(=O)c1ccc(C(=O)NC2CCCc3c2cnn3-c2cc(F)cc(F)c2)nc1 (stereo not drawn)
40	-1	0	-6	1	4	-2	-0.2	i	-0.2	0	COCC1CCN(C(=O)c2oc3c(F)cccc3c2C)C1 (stereo not drawn)

# For convenience, 11 of the compounds above:
nr	NadD inh	DNMT1 block	Scp-1 inhibitor	MLLE-PAM2 inh	CSN inh	STEP inh	Tb MetRS inh	Rpn11 inh	LMPTP inh	SUMO1-SIM PPI	mol
27	-4	-25	0	-5	0	5	-1.2	i	0.8	-1	Cc1ccc2c(c1)c1c(n2CC(O)Cn2nc(C)c(Br)c2C)CCCC1 (stereo not drawn)
28	-4	-1	-5	2	-3	4	0.2	i	-0.5	-13	O=[N+]([O-])c1ccccc1Oc1ncccc1[N+](=O)[O-]
29	3	0	4	7	-2	-1	-1.2	i	-0.6	0	CC1CCN(C(=O)Nc2cccc(NC(=O)N3CCC(C)CC3)c2)CC1
30	1	2	-2	-14	-11	14	-1.1	i	0.6	1	CN1CCN(C(=O)C2CCN(c3ncc(C(F)(F)F)cc3Cl)CC2)CC1
31	3	0	-8	-32	-1	0	-0.5	i	-0.7	-3	C1CCN(Cc2nnnn2C2CCCC2)CC1
32	10	-7	-8	-7	6	4	1.2	i	4.5	3	CCOCCSc1nc2c(c(-c3cccs3)c1C#N)CC/C2=C/c1cccs1
33	-4	-2	-12	-8	1	-3	-1.7	i	-0.7	2	COc1ccccc1N=C1SC(C(=O)Nc2ccc(F)cc2)CC(=O)N1C (stereo not drawn)
34	-4	4	7	16	3	2	-0.9	i	-1.1	11	O=c1c(C(c2ccc(Cl)cc2)c2c(O)nc3n(c2=O)CCCS3)c(O)nc2n1CCCS2
35	-1	-5	x	1	3	2	-0.1	i	-1.8	-6	COc1cc(C(O)c2nc(-c3cncnc3)cs2)ccc1F (stereo not drawn)
36	-3	7	-6	-14	4	0	-0.5	i	0.9	-24	COC(=O)c1ccc(NC(C)C(=O)OC)c([N+](=O)[O-])c1 (stereo not drawn)
37	-3	3	-13	17	2	-2	-0.3	i	0.6	-4	NS(=O)(=O)c1ccc(NC(=O)CN2C(=O)c3ccccc3C2=O)cc1

# Further compounds:
nr	NadD inh	DNMT1 block	Scp-1 inhibitor	MLLE-PAM2 inh	CSN inh	STEP inh	Tb MetRS inh	Rpn11 inh	LMPTP inh	SUMO1-SIM PPI	mol
41	-3	8	8	1	-2	0	-0.9	i	-0.2	3	COc1cc(CNc2nc3ccccc3s2)cc(OC)c1OC
42	-2	-1	-9	-4	1	-3	-0.2	i	0.3	11	O=C(O)c1ccc(NCc2nc3ccccc3n2Cc2ccccc2F)cc1
43	3	-2	-7	10	-2	-1	0.2	i	-1.5	-3	N#Cc1ccc2c(c1)nnn2-c1ccccc1
44	3	-1	-14	6	-2	0	-1.4	i	-0.8	-2	O=C1CCCc2ccccc2N1Cc1ccccc1Cl
45	-2	0	-2	14	-1	1	-0.1	i	-0.5	0	COc1ccc2c(c1OC)C(=O)OC2Nc1ncc(Br)cc1Br (stereo not drawn)
46	4	-6	0	-9	5	-1	-1.4	i	-0.3	-10	CC(=O)N1CCN(c2ccc(NC(=O)c3ccc4c(c3)OCCO4)cc2)CC1
47	-4	4	-10	8	-2	-5	6.3*	i	0.0	-1	Cc1cc(C)cc(NC(=O)N(C)Cc2ccccc2)c1
48	-4	4	-7	-11	3	1	-0.2	i	-1.5	-11	O=C1c2ccccc2C(=O)N1CCc1nc(-c2ccncc2)no1
